Compound activity (PubChem)
PLCg1 inh: PLC-gamma1 (human) inhibition, primary screen. purified PLC-gamma1, fluorogenic substrate, fluorescence. inhibition, % at 12.2 µM. 0.84% of 370,000 active. AID 720700; in the data active = inhibition above about 9.5%
PLCb3 inh: inhibitors of human phospholipase C beta3 | inhibition, % at 12.2 µM | Purified PLC-beta3, fluorogenic substrate, fluorescence | AID 720704 | Q01970 | 0.18% of 370,000 active; in the data active = inhibition above about 11%;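 note: 0% = median of compound wells on plate and 100% = full blocker control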
ARFGAP1 inhibitor: rat ARFGAP1 inhibition; inhibition, % at 16.5 µM; AID 651572; Arfgap1-stimulated ARF1 GTP hydrolysis, GDP FP detection; 0.26% of 360,000 active;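 active = inhibition above a per-plate limit, mean inhibition of low control wells plus 3 SD, cut at about 25% in these data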;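 note: 0% = DMSO wells with enzyme and 100% = wells lacking Arfgap1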
Target sequence (Q62848 1-136 limits assumed): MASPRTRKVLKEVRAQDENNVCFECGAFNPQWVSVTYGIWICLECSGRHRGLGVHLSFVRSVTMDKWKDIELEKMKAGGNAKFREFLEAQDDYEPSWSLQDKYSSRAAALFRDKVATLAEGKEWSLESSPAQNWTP
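Assay system: Rat Arfgap1 GAP domain (His6, aa 1-136), purified enzyme | Buffer or medium: HEPES 25 mM pH 7.5, NaCl 150 mM, MgCl2, DTT | Schedule: GTP hydrolysis reaction 2 h at 25 °C | Signal: FP of antibody-bound GDP Alexa 633 tracer, ex 620/em 688 nm | Measure: Percent inhibition of Arfgap1-stimulated GTP hydrolysis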
UHRF1 binding: UHRF1 methyl-DNA binding inhibition; AID 687016; Q96T88; 0.75% of 370,000 active; inhibition, % at 4.4 µM; UHRF1 binding to methylated oligo, TR-FRET; in the data active = inhibition above about 21%;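 note: UHRF1 SRA domain binding a hemimethylated CpG hairpin DNA probe; 0% = median of test compound wells and 100% = reference inhibitor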
MBD2 DNA inh: MBD2-methylated oligo binding inhibition. TR-FRET, MBD2 binding to methylated oligonucleotide. inhibition, % at 4.4 µM. 0.31% of 370,000 active. Q9UBB5; in the data active = inhibition above about 13%
ASAP1 inh: inhibitors of human ASAP1 ArfGAP activity; Q9ULH1; 0.19% of 360,000 active; ASAP1-stimulated ARF1 GTP hydrolysis, GDP FP detection; inhibition, % at 16.5 µM; in the data active = inhibition above about 25%;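 note: 0% = vehicle with enzyme and substrate and 100% = no enzyme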
Target sequence (Q9ULH1 325-724 limits assumed): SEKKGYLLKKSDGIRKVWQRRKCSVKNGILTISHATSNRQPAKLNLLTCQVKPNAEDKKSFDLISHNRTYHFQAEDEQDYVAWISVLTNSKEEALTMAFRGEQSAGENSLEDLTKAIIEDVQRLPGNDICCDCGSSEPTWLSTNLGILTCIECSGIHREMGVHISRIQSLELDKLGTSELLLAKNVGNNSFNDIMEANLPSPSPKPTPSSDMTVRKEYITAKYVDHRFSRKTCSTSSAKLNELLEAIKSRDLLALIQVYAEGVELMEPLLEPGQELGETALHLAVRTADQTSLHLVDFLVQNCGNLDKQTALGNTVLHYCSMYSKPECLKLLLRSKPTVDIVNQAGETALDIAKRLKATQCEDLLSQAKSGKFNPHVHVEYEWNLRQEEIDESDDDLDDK
DDE Tn6 FP inh: DD(E)-Tn6 binding inhibition, primary FP screen; Fibrin DD(E) TRITC-Tn6 fluorescence polarization displacement; 0.21% of 370,000 active; AID 720509; inhibition, % at 8.3 µM; P02675;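 active = inhibition above a per-campaign cutoff: mean of compounds within control limits plus 3 SD, cut at about 15% in these data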;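 note: 0% = median of all compound wells on the plate and 100% = blocking peptide control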
KLK7 zymogen act: activators of human kallikrein-7 zymogen. P49862. purified proKLK7, EDANS-DABCYL substrate fluorescence; 100% is mature enzyme control, 0% vehicle. activation, % at 7 µM. 0.9% of 370,000 active;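 active = activation above the mean of all tested compounds plus 3 SD, computed per campaign excluding outliers beyond control limits, cut at about 13% in these data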
Target sequence (P49862 whole entry, looked up): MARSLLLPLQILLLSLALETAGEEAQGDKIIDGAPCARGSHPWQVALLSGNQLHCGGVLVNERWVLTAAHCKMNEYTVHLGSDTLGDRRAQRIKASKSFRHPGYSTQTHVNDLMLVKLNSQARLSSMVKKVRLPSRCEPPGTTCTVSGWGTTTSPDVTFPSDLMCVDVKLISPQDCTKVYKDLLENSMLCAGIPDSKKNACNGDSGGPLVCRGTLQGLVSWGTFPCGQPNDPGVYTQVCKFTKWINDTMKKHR
ADAM17 inh: inhibits human ADAM17. AID 720648. 0.83% of 370,000 active. inhibition, % at 6.95 µM. recombinant ADAM17, EDANS/DABCYL FRET peptide cleavage;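 active = inhibition above the mean of compounds lying between control limits plus 3 SD, set per campaign, cut at about 8.5% in these data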;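 note: 0% = DMSO-only wells as the low control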
Tn7 DDE FP: DD(E)-Tn7 binding inhibition, primary FP screen | inhibition, % at 8.3 µM | 0.13% of 370,000 active | AID 720508 | P02675 | FP displacement of FITC-Tn7 peptide from fibrin DD(E); 0% = median of compound wells per plate;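 active = inhibition above the mean of compounds falling within the control limits plus 3 SD of them, cut at about 14% in these data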;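 note: 0% = plate median of compound wells and 100% = 10 µM Aha-Tn7 peptide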
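Assay system: Human clot-derived fibrin DD(E) complex | Buffer or medium: Tris/NaCl/CaCl2 buffer, pH 7.8 | Repeats: One replicate per compound | Benchmarks: Aha-Tn7 high control | Measure: % inhibition scaled between sample-field median and high-control FP | Schedule: 10 min plus 3 h, room temperature | Signal: Fluorescence polarization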
Starred values were filed as active, the others as inactive.

Codes – A = PLCg1 inh; B = PLCb3 inh; C = ARFGAP1 inhibitor; D = UHRF1 binding; E = MBD2 DNA inh; F = ASAP1 inh; G = DDE Tn6 FP inh; H = KLK7 zymogen act; I = ADAM17 inh; J = Tn7 DDE FP
[1] O=C1C=CN2CCCCC2CC1 (stereo not given)
  A: -16	B: -28	C: 3	D: -2	E: -2	F: -3	G: 12	H: 0.5	I: -3	J: -6

[2] C[n+]1ccccc1/C=C/c1cc(Br)ccc1O
  A: -4	B: -6	C: -5	D: -3	E: 1	F: -3	G: -2	H: 0.3	I: -5	J: -2

[3] O=C(C1CCC(=O)N(C2CC2)C1)N1CCC(Oc2ccccc2F)CC1 (stereo not given)
  A: 1	B: -7	C: -9	D: 0	E: 4	F: 19	G: 3	H: 0.4	I: -4	J: 3

[4] Brc1ccc(C2NCCS2)cc1 (stereo not given)
  A: 3	B: -4	C: 2	D: 4	E: -2	F: -12	G: -6	H: 0.1	I: -1	J: -1

[5] O=C(NC(Cc1c[nH]c2ccccc12)C(=O)O)/C(=C/c1ccc2c(c1)OCO2)NC(=O)c1ccccc1 (stereo not given)
  A: -7	B: -5	C: -21	D: 3	E: -4	F: -4	G: 9	H: -0.4	I: -1	J: -4

[6] C[C@@H]1NC(=O)[C@@]2(C)[C@@H](c3ccccc3)[C@H]3COc4ccccc4[C@@H]3N2C1=O
  A: 4	B: 0	C: 12	D: 5	E: -3	F: 0	G: 2	H: -0.6	I: 3	J: -3

[7] CCCn1c(CN2CCN(C(C)=O)CC2)nc2cc(S(=O)(=O)N(C)C)ccc21
  A: -6	B: -16	C: 7	D: 0	E: 5	F: -3	G: 5	H: -1.1	I: -5	J: 11

[8] CCOC(=O)c1cn(C2CC2)c2c(F)c(F)c(F)cc2c1=O
  A: 3	B: -2	C: 1	D: 1	E: 9	F: 3	G: 0	H: -0.2	I: -1	J: -1

[9] CCc1noc(C)c1C(=O)Nc1nc(-c2ccc(F)cc2)c(C)s1
  A: 1	B: -6	C: 3	D: 3	E: 1	F: 3	G: 12	H: 0.0	I: -1	J: 12

[10] CC(=O)Nc1ccc(NC(=O)C(C)OC(=O)c2oc3ccccc3c2C)cc1 (stereo not given)
  A: 2	B: -5	C: 7	D: 3	E: -3	F: 12	G: 3	H: -1.1	I: -4	J: 8

The final 3 records of the part before are carried over, then new ones follow:
Codes – A = PLCg1 inh; B = PLCb3 inh; C = ARFGAP1 inhibitor; D = UHRF1 binding; E = MBD2 DNA inh; F = ASAP1 inh; G = DDE Tn6 FP inh; H = KLK7 zymogen act; I = ADAM17 inh; J = Tn7 DDE FP
[8] CCOC(=O)c1cn(C2CC2)c2c(F)c(F)c(F)cc2c1=O
  A: 3	B: -2	C: 1	D: 1	E: 9	F: 3	G: 0	H: -0.2	I: -1	J: -1

[9] CCc1noc(C)c1C(=O)Nc1nc(-c2ccc(F)cc2)c(C)s1
  A: 1	B: -6	C: 3	D: 3	E: 1	F: 3	G: 12	H: 0.0	I: -1	J: 12

[10] CC(=O)Nc1ccc(NC(=O)C(C)OC(=O)c2oc3ccccc3c2C)cc1 (stereo not given)
  A: 2	B: -5	C: 7	D: 3	E: -3	F: 12	G: 3	H: -1.1	I: -4	J: 8

[11] COc1ccc(CNC(=O)CCc2nc(-c3ccccc3F)no2)c(OC)c1
  A: -1	B: 2	C: -2	D: 0	E: 1	F: -1	G: -1	H: 0.2	I: 1	J: -10

[12] COc1ccc(-c2[nH]c(-c3ccc(F)cc3)nc2SCC(=O)NC2CCCC2)cc1
  A: -2	B: 0	C: 11	D: 2	E: 0	F: 0	G: -4	H: 0.1	I: -2	J: 5

[13] CC1(c2cc([N+](=O)[O-])cc([N+](=O)[O-])c2)CC(C)(C)N(C(=O)c2ccccc2)c2ccccc21 (stereo not given)
  A: 4	B: 2	C: -6	D: 1	E: 0	F: -8	G: 0	H: 1.1	I: 0	J: 3

[14] O=C(CSc1nnc(Cn2nnc3ccccc32)o1)Nc1cccc(Cl)c1
  A: 1	B: 0	C: 5	D: -4	E: -4	F: -2	G: 1	H: -0.8	I: -6	J: -5

[15] CC(=O)Nc1ccc(NC(=O)C(C)OC(=O)/C=C/c2cn(-c3ccccc3)nc2-c2cccnc2)cc1 (stereo not given)
  A: -4	B: -192	C: 15	D: -2	E: 2	F: -2	G: 9	H: -0.6	I: 0	J: -9

[16] N#Cc1ccccc1S(=O)(=O)N1CCN(C(=O)Cc2n[nH]c(=O)c3ccccc23)CC1
  A: 7	B: 6	C: 1	D: 4	E: -2	F: -1	G: 1	H: -0.5	I: 3	J: -2

[17] CCN(CC(=O)NCc1cccs1)C(=O)/C=C/c1ccc(C)cc1
  A: -2	B: -11	C: -6	D: 2	E: -2	F: 8	G: -7	H: 0.3	I: 4	J: 3

[18] COc1cc(-c2nnc(SCC(=O)c3cc(C)n(CC4CCCO4)c3C)o2)cc(OC)c1OC (stereo not given)
  A: -2	B: -3	C: -13	D: -2	E: -6	F: 4	G: -1	H: -0.2	I: -2	J: 6

[19] O=S(=O)(c1cc(Br)c(Cl)s1)N1CCCC1
  A: -2	B: -5	C: 4	D: 3	E: 4	F: -10	G: -6	H: -0.5	I: -5	J: 0

[20] CCCCCCCCN1C(=O)[C@H](CC(=O)NCC2CCCCC2)C[C@@]2(C(=O)OC)CC(C)(C)CC=C12
  A: 1	B: -1	C: -9	D: -1	E: 7	F: 6	G: 2	H: -0.2	I: -6	J: 4

[21] COc1ccc2cc(CCNC(=O)c3cccs3)c(=O)[nH]c2c1
  A: -1	B: -5	C: 6	D: 2	E: 4	F: -9	G: -3	H: 0.0	I: -5	J: 4

[22] COc1ccc(C#Cc2c(-c3ccc(OC)cc3)oc3ccc(-c4ccc(OC)cc4)cc23)cc1
  A: -1	B: -4	C: 4	D: 7	E: 2	F: 11	G: -7	H: 0.2	I: -3	J: 0

[23] NC(=O)CCCn1c(C(=O)c2ccc(Cl)cc2)c2ccc([N+](=O)[O-])cc2[n+]1[O-]
  A: -2	B: -3	C: 10	D: -7	E: -3	F: 15	G: 3	H: 0.5	I: -5	J: 0

[24] Oc1ccc(-c2csc(Nc3cccnc3)n2)cc1
  A: -2	B: 0	C: -4	D: -4	E: -7	F: -1	G: 11	H: 0.2	I: 1	J: 6

[25] CCCN1Cc2cccc(C(=O)NCCCOC(C)C)c2C1=O
  A: 7	B: 5	C: 11	D: 6	E: 1	F: -9	G: -1	H: 0.0	I: 7	J: -3

[26] Cc1cccc([C@@H]2[C@@H]3C(=O)N(Cc4ccccc4)C(=O)[C@@H]3[C@]3(Cc4ccccc4)C(=O)N(c4ccccc4)C(=O)N23)c1
  A: 1	B: 4	C: -6	D: 2	E: -4	F: -1	G: -2	H: 0.4	I: 4	J: 2

[27] CCCN(CCC)S(=O)(=O)c1ccc(C(=O)Nc2nnc(COC)o2)cc1
  A: 1	B: 4	C: 1	D: -4	E: 3	F: -7	G: 9	H: 0.6	I: 1	J: -3

[28] CN1CCN(c2ncc3c(n2)CC(c2ccccc2F)CC3=O)CC1 (stereo not given)
  A: 3	B: -4	C: -3	D: -4	E: -5	F: 11	G: 0	H: -0.4	I: -2	J: -8

[29] Cc1ccc(-n2nc(C)c3c(C)c(CCC(=O)NC(C)c4ccccc4)c(C)nc32)cc1 (stereo not given)
  A: -3	B: -5	C: -1	D: 3	E: 12	F: 3	G: 2	H: -0.9	I: -7	J: 7

[30] N#CCSc1nnc(COc2cccc3ccccc23)n1-c1ccccc1
  A: -4	B: -1	C: 1	D: 2	E: -3	F: -4	G: -1	H: 0.0	I: -2	J: 1

[31] CCCNC(=O)c1ccc(COc2cccc3ccccc23)o1
  A: -3	B: -9	C: -10	D: -2	E: 2	F: 3	G: -1	H: 0.2	I: 0	J: 5

[32] Cc1ccc(-c2nn3c(C)nnc3c3ccccc23)cc1S(=O)(=O)NCCO
  A: -15	B: -12	C: -6	D: 4	E: 3	F: 7	G: -1	H: 0.1	I: -6	J: -12

[33] CSc1cccc(NC(=S)N(CCCN2CCCC(C)C2)Cc2cccs2)c1 (stereo not given)
  A: 2	B: -7	C: -5	D: -1	E: -3	F: 1	G: 3	H: 0.1	I: -1	J: 0

[34] O=C(Nc1ccccn1)Nc1cccs1
  A: 1	B: 5	C: -1	D: -2	E: -1	F: 5	G: 2	H: -0.4	I: 1	J: 7

[35] COc1cccc(C(=O)N/N=C(/c2ccccc2)c2ccccn2)c1
  A: -1	B: 2	C: -3	D: 0	E: 0	F: -4	G: 0	H: -0.4	I: -2	J: 0

[36] COc1ccc(C(=O)O)cc1S(=O)(=O)Nc1cccc(C(F)(F)F)c1
  A: 3	B: 2	C: -4	D: -4	E: -2	F: -6	G: -1	H: 0.2	I: -2	J: 6

[37] COCCN1Cc2cccc(C(=O)N3CCN(c4cc(C)ccc4C)CC3)c2C1=O
  A: -4	B: -3	C: -1	D: 2	E: 2	F: 4	G: 7	H: 1.1	I: -3	J: 5

[38] COC(=O)CNC(=O)CN1C(=O)N(c2ccc(Cl)cc2)C(N(O)C(=O)Nc2ccc(Cl)cc2)C1(C)C (stereo not given)
  A: 2	B: 1	C: 12	D: 3	E: 0	F: -1	G: 3	H: 0.8	I: 5	J: 0

[39] COc1ccc(N2CCN(S(=O)(=O)c3ccc(Cl)s3)CC2)cc1
  A: 0	B: 1	C: 7	D: -1	E: 2	F: -9	G: 5	H: 0.0	I: 1	J: 1

[40] C=CCNc1nc(Cl)ncc1F
  A: 0	B: 1	C: 2	D: 0	E: -1	F: -10	G: -2	H: 0.5	I: -4	J: 7

[41] O=S1OC(c2ccccc2)c2cc(Cl)ccc21 (stereo not given)
  A: 0	B: -2	C: 0	D: -11	E: -1	F: -2	G: 0	H: 0.3	I: -8	J: 4

[42] CCN(CC)S(=O)(=O)c1ccc(NC(=O)c2ccc(NS(C)(=O)=O)cc2)cc1
  A: -5	B: -34	C: -11	D: 2	E: 4	F: -2	G: 2	H: -0.1	I: -5	J: -2

[43] Cc1ccc(N2CC(C(=O)Nc3cc(C(F)(F)F)ccc3N3CCCC3)CC2=O)cc1 (stereo not given)
  A: 2	B: 3	C: -6	D: 0	E: 2	F: 6	G: 4	H: 0.0	I: 0	J: -3

[44] C[C@@H]1CN([C@H](C)CO)C(=O)c2cc(NS(=O)(=O)c3cn(C)cn3)ccc2O[C@H]1CN(C)C(=O)Nc1ccccc1
  A: -4	B: 0	C: -1	D: -3	E: -1	F: -8	G: -7	H: -0.6	I: -3	J: -1
